# Source: PubChem BioAssay
# D2 antag: antagonizes the human D2 dopamine receptor | P14416 | HEK293 TREx D2 cells, calcium flux, dopamine EC80 | inhibition, % at 10 µM | 340,000 compounds, 2% hits | AID 485344; in the data active = inhibition above about 30%; also: 0% is about no effect
#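 Calcium flux kinetic readout in an inducible HEK293 TREx D2 line plated overnight at 30 C. After 180 s compound exposure, an EC80 dopamine challenge follows with another 180 s kinetic read to detect antagonism.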
# TRHR ag: agonists of human TRH receptor; 360,000 compounds, 0.18% hits; TRHR cells, calcium flux fluo-8, FDSS agonist mode; activation, % at 2 µM; also: 0% is about no effect
#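 Fluo-8-loaded TRHR cells; 10 s baseline, compound added, kinetic Ca2+ fluorescence read 1/s, agonist mode.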
# D2 ag: activates the human D2 dopamine receptor. P14416. AID 485358. 340,000 compounds, 0.53% hits. HEK293 T-REx D2 cells, calcium flux agonist mode. activation, % at 2 µM;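 active = activation over 3 SD above normal in the single-dose calcium agonist read, cut at about 30% in these data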; also: 0% is about no effect
#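 HEK293 Trex D2 cells, tetracycline-induced, o/n 30 C 5% CO2; no-wash Ca dye, RT 30–90 min; 10-cycle baseline, 23 nl cpd added, kinetic Ca read 180 s; agonist hits = positive Ca response.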
# D1 agonist: agonists of human D1 dopamine receptor | P21728 | 360,000 compounds, 1% hits | activation, % at 2 µM | HEK293 T-REx D1 cells, calcium flux, agonist mode; also: 0% is about no effect
#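 Agonism was scored from calcium flux recorded over 180 s (1 read/s) after pintool compound addition, following a 10-cycle baseline. Cells were inducible force-coupled HEK293 TREx D1, plated overnight at 30 C and loaded with no-wash calcium dye.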
# D1 potentiator: human D1 dopamine receptor positive modulation; HEK293 TREx D1 cells, calcium flux, dopamine EC20 potentiation; potentiation, % at 10 µM; 360,000 compounds, 0.036% hits; AID 504651; in the data active = potentiation above about 30%; also: 0% is about no effect
# D1 antagonist: blocks dopamine activation of the human D1 receptor; HEK293 TREx D1 cells, calcium flux, dopamine EC80; hits give low values; activity change, negative = inhibition, % at 10 µM; 360,000 compounds, 3.2% hits; AID 504652; in the data active = activity change below about -30%; also: % is scaled to controls: 0 for no effect and ±100 for the full control effect
#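 After overnight tetracycline induction at 30 C, force-coupled D1 HEK293 cells took up a no-wash calcium dye at room temperature. Compounds were added and monitored 180 s, and the response to EC80 dopamine was then recorded.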
# TRHR enhancer: allosteric enhancers of human TRH receptor. P34981. TRHR cells, fluo-8 calcium fluorescence, EC20 TRH enhancement. AID 493056. enhancement, % at 2 µM. 360,000 compounds, 0.66% hits; in the data active = enhancement above about 30%; also: 0% is about no effect
#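 Enhancer read-out: after compound pinning and an initial kinetic agonist-mode read, an EC20 of TRH (10 nM final) was injected and fluo-8 calcium signal (Ex 480/Em 530) followed at 1 s/cycle for 100 cycles in TRHR-expressing cells.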
# D2 PAM: D2 dopamine receptor (human) potentiation; HEK293 T-REx D2, calcium flux, EC20 dopamine potentiation; potentiation, % at 10 µM; 340,000 compounds, 0.34% hits; AID 485347;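 active = potentiation over 3 SD above the plate norm, cut at about 30% in these data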; also: 0% is about no effect
#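 Potentiation of an EC20 dopamine calcium response measured kinetically over 180 s, after a preceding 180 s compound-only read flagging agonists. Cells: inducible Hek293 Trex D2 line, 4000/well, cultured overnight at 30 C before dye loading.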
# RXFP1 antagonist: RXFP1 (human) relaxin receptor antagonism; activity change, negative = inhibition, % at 57.5 µM; Q9HBX9; 350,000 compounds, 0.59% hits; HEK293-RXFP1, relaxin-stimulated cAMP HTRF, 30 min; hits give low values; AID 1259400;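 active = activity change of -60% or lower, but not beyond a set lower limit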; also: % is scaled to controls: 0 for no effect and ±100 for the full control effect
# Target sequence (Q9HBX9 whole entry, looked up): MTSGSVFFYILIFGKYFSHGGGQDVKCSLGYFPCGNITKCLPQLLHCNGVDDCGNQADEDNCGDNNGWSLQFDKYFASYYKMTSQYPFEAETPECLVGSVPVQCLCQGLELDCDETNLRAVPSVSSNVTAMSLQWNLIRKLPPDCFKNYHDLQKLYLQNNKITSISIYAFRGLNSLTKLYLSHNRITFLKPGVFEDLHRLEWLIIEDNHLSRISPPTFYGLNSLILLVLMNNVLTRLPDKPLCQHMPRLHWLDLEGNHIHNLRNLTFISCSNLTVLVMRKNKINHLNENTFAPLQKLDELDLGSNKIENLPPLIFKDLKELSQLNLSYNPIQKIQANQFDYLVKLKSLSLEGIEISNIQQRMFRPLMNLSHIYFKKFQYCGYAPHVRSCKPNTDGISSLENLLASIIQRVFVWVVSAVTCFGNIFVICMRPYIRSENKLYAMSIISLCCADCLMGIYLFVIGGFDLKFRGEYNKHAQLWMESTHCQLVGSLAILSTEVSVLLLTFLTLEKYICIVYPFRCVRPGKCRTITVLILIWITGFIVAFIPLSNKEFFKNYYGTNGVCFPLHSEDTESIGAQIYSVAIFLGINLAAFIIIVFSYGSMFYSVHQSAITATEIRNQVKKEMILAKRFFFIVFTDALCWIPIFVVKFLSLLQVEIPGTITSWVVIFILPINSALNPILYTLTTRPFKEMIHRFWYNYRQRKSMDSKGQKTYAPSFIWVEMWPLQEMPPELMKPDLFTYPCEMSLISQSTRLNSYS
# * marks the source's active call; other numbers are inactive results; nt = not tested or not shown. Rule as the data show it, unless noted: active = activation above about 30%; inactive = the rest. No enrichment for hits; any-hit rate near 7.3%.
molecule	D1 potentiator	D2 antag	TRHR enhancer	D2 PAM	TRHR ag	RXFP1 antagonist	D1 agonist	D1 antagonist	D2 ag
Cc1ccccc1NC(=O)CN1CCc2ccccc2C1	5	40*	3	-24	-0.2	3	-4	-4	68*
Cc1cc(NC(=O)CSc2nc(=O)cc(N)n2-c2ccc(F)cc2)no1	7	11	0	-3	0.5	-1	2	-1	0.0
CC(=O)c1cccc(NC(=O)C2CCCN(S(=O)(=O)c3ccc(F)cc3)C2)c1 (configuration not stated)	-2	-19	-1	nt	0.3	-1	3	-15	1.3
O=C(Cc1cc(=O)[nH][nH]1)N/N=C/c1ccccc1Cl	-4	-13	-4	9	0.5	15	3	13	-0.3
CN1CCN(C(=O)CCN2C(=O)/C(=C\c3ccccc3F)SC2=S)CC1	10	0	0	-14	-0.2	15	96*	51	0.1
Cc1ccc(CCNC(=O)C2CCN(S(=O)(=O)N3CCCCC3)CC2)cc1	2	9	-5	-4	-0.7	16	8	1	-1.1
COc1ccc(CC(=O)NCCc2csc(-c3ccc(C(F)(F)F)cc3)n2)cc1	-1	nt	12	18	-0.6	nt	2	-10	-1.9
CC(=O)Nc1ccc(NC(=O)CCS(=O)(=O)c2ccc3c(c2)CC(=O)N3C)cc1	-1	nt	15	-5	0.6	nt	0	7	0.4
CC(=O)Oc1ccc2c(c1)OC(c1ccccc1)CC21CC(C)(C)NC(=S)N1 (configuration not stated)	1	-4	2	6	0.0	-11	3	-2	-0.5
CCOc1cc(C(=O)O)cc(Cl)c1OC	-3	nt	0	nt	0.6	9	4	3	nt
CCCCCNc1nc2c(-c3ccccc3)nnn2c2ccccc12	-2	nt	2	-2	0.4	nt	0	1	0.4
CC(C)(C)NC(=O)/C(=C\C=C\c1ccccc1)NC(=O)c1ccc([N+](=O)[O-])cc1	-5	-11	-1	-3	-0.6	-24	0	-6	-1.6
CC(C)C1Nc2ccc(C(=O)NCc3ccco3)cc2NC1=O (configuration not stated)	0	-11	4	7	0.6	-10	-3	-1	-0.1
COc1ccc(C(=O)Nc2cccc(-c3cn4ccsc4n3)c2)cc1OC	-4	nt	2	-1	-0.1	-11	-1	-9	1.2
O=C(Cn1cnc2ccccc21)Nc1cccc([N+](=O)[O-])c1	2	-13	-1	-22	1.5	0	12	-12	-0.5
Cc1cc2occ(CC(=O)NNC(=O)c3ccccc3)c2cc1C	4	-18	-2	-10	-0.7	-2	4	-4	-0.2
COc1ccc(NC(=O)CSc2ccc(C)cc2)cc1	-3	nt	3	nt	1.5	12	2	-1	nt
CCOCCCNS(=O)(=O)c1ccc(NC(=O)c2ccc([N+](=O)[O-])cc2Cl)cc1	2	9	-6	7	0.3	-6	10	-11	2.0
CC(=O)Nc1ccccc1O	0	-18	2	-3	0.4	nt	3	24	0.7
O=C(COc1cccc2ccccc12)N1CCN(c2ccccc2)CC1	11	-21	12	3	-0.6	-9	3	-6	-0.6
Cc1ccccc1Nc1nc(N)nc(CSc2nnnn2-c2ccccc2)n1	-3	-1	3	0	-1.6	2	2	-6	-1.1
CC12C(=O)N(c3ccccc3C(=O)O)C(=O)C1C1C=CC2C1 (configuration not stated)	-2	36*	-3	-8	0.7	-4	5	2	3.7
Cc1onc(-c2ccccc2)c1C(=O)Nc1sc2c(c1C#N)CCC2	2	-12	-3	13	1.2	7	1	6	1.3
COc1ccc(N2CCN(Cc3nc4scc(-c5ccccc5)c4c(=O)[nH]3)CC2)cc1	-3	2	25	-1	-0.4	4	3	-5	-0.1
C/C(=N\NC(=O)c1cccc(S(=O)(=O)N2CCOCC2)c1)c1ccco1	5	11	1	3	-0.7	-9	2	-7	-0.5
Cc1ccc(-c2nn(-c3ccccc3)cc2C(=O)NCC(c2cccs2)N2CCOCC2)cc1 (configuration not stated)	-3	26	-4	-15	0.4	-16	2	-1	0.9
CSc1sc(C(=O)Nc2ccc(F)cc2F)c2c1C=CCC2	2	-14	-1	-14	0.3	-33	3	13	-0.6
CCN(CC)c1ccc2cc(C(=O)NNC(=O)c3ccc(S(=O)(=O)N4CCCCC4)cc3)c(=O)oc2c1	-1	0	-5	5	2.0	5	16	-20	-0.4
CN1CCN(C(=O)c2ccc3c(c2)N(Cc2ccc(C(F)(F)F)cc2)C(=O)c2ccccc2S3)CC1	3	nt	-10	-26	11	nt	18	4	4.1
Cn1nnc(NC(=S)NC(=O)c2cc(Cl)ccc2Cl)n1	-3	31*	-5	-5	-0.1	-3	3	-12	-2.4
COc1ccc(NC(=O)CSc2ccc(NC(C)=O)cc2)cc1S(=O)(=O)N1CCCCC1	-6	-1	1	4	-0.3	1	4	1	-1.2
C=CCNC(=S)NNC(=O)CSc1nc2ccccc2s1	-6	-8	0	-7	-0.6	-10	2	-11	-1.4
COC(=O)c1ccc(CN2CCCC(CO)(Cc3ccc(F)cc3F)C2)cc1 (configuration not stated)	-9	4	-5	-31	0.5	-7	-3	25	0.2
CCOc1ccccc1NC(=O)C1CCN(C(=O)Cc2ccccc2)CC1	-2	nt	-2	-7	0.6	-15	10	6	nt
COC(=O)c1ccccc1NC(=O)c1cnc2sc(N3CCOCC3)nn2c1=O	-6	nt	0	17	-0.4	-1	3	11	-0.2
O=C(C1=NN[C@@H]2C(=O)N(c3ccccc3C(F)(F)F)C(=O)[C@H]12)C(c1ccccc1)c1ccccc1	1	14	-1	-1	0.4	-9	7	-10	0.8
Cc1ccc2nc(-c3ccccc3)nc(SC(C)C(=O)NCc3cccs3)c2c1 (configuration not stated)	0	20	3	-2	0.2	nt	0	-5	0.6
O=C(CSc1nc2c(cnn2-c2ccc(F)cc2)c(=O)[nH]1)N1N=C(c2cccs2)CC1c1ccc(F)cc1 (configuration not stated)	-3	15	3	2	0.9	nt	-2	35	0.6
CCC1(C)Nc2ccccc2C(=O)N1O (configuration not stated)	1	12	-4	4	-0.8	-6	3	5	-0.1
CC(=O)NC1C(OCc2ccccc2)OC2COC(C)(C)OC2C1O (configuration not stated)	6	16	0	8	0.4	-13	5	-6	-0.2

# Some of the entries above, set out differently:
# The line under a structure holds: D1 potentiator	D2 antag	TRHR enhancer	D2 PAM	TRHR ag	RXFP1 antagonist	D1 agonist	D1 antagonist	D2 ag
- CCOc1ccccc1NC(=O)C1CCN(C(=O)Cc2ccccc2)CC1
→ -2	nt	-2	-7	0.6	-15	10	6	nt
- COC(=O)c1ccccc1NC(=O)c1cnc2sc(N3CCOCC3)nn2c1=O
→ -6	nt	0	17	-0.4	-1	3	11	-0.2
- O=C(C1=NN[C@@H]2C(=O)N(c3ccccc3C(F)(F)F)C(=O)[C@H]12)C(c1ccccc1)c1ccccc1
→ 1	14	-1	-1	0.4	-9	7	-10	0.8
- Cc1ccc2nc(-c3ccccc3)nc(SC(C)C(=O)NCc3cccs3)c2c1 (configuration not stated)
→ 0	20	3	-2	0.2	nt	0	-5	0.6
- O=C(CSc1nc2c(cnn2-c2ccc(F)cc2)c(=O)[nH]1)N1N=C(c2cccs2)CC1c1ccc(F)cc1 (configuration not stated)
→ -3	15	3	2	0.9	nt	-2	35	0.6
- CCC1(C)Nc2ccccc2C(=O)N1O (configuration not stated)
→ 1	12	-4	4	-0.8	-6	3	5	-0.1
- CC(=O)NC1C(OCc2ccccc2)OC2COC(C)(C)OC2C1O (configuration not stated)
→ 6	16	0	8	0.4	-13	5	-6	-0.2

# (listing goes on)
molecule	D1 potentiator	D2 antag	TRHR enhancer	D2 PAM	TRHR ag	RXFP1 antagonist	D1 agonist	D1 antagonist	D2 ag
Cc1ccc(/C=C2\SC(=S)N(CCCC(=O)Nc3ccccn3)C2=O)cc1	-7	-9	1	1	0.0	0	-1	-2	-0.4
CN(C)C(=O)CNC(=O)C1CCCCC1	-8	-4	2	13	0.2	-4	1	1	0.3
Cc1cc(C)c2c(n1)SCC(=O)N2CC(=O)NCCC1=CCCCC1	4	-10	-4	-4	0.1	nt	1	-5	0.4
O=S1(=O)CCC(NC(=S)N2CCCCC2)C1 (configuration not stated)	-5	5	-4	0	0.1	5	3	4	-0.1
O=c1c(F)cn(C2CCCO2)c(=O)n1Cc1ccc(Cl)cc1 (configuration not stated)	-6	0	-1	10	0.0	-4	1	-1	-0.5
CCC(C)NC(=S)Nc1ccc2nc(N3CCOCC3)cc(C)c2c1 (configuration not stated)	8	1	-6	-6	-0.6	0	4	-11	1.8
CCOCCCNC(=O)C(c1ccc(OC)cc1)N(Cc1cccs1)C(=O)c1ccc(NC(C)=O)cc1 (configuration not stated)	1	nt	-5	-5	0.5	-18	1	-16	-0.5
O=S(=O)(NC1CC1)c1ccc(S(=O)(=O)N2CCC3(CC2)OCCO3)cc1	-6	-12	-11	-15	0.7	9	2	-1	-0.5
O=C(c1cc(-c2ccc3c(c2)OCO3)on1)N1CCCCC1	-2	8	13	10	-0.4	-1	3	-5	-1.5
CC1(C)CC(=O)C(C=Nc2ccccc2)=C(O)C1	-1	-15	18	1	0.7	-8	3	-5	0.6
CCSc1nnc(NC(=O)COc2ccccc2)s1	-6	18	-2	9	-0.2	17	1	3	-0.2
O=C(NC(=S)N1CCOCC1)c1cn(-c2ccccc2)nc1-c1ccccc1	nt	-11	10	-3	0.3	-2	18	10	-0.4
Cn1ncc(Br)c1C(=O)N1CCN(C(=O)c2ccco2)CC1	-1	-1	3	7	0.4	-8	-1	-8	1.6
Cc1ccc(Cn2ccc(NC(=O)c3cc(-c4ccc(Br)cc4)on3)n2)cc1	2	10	-8	-9	-0.2	-13	1	-7	-0.2
COCC(=O)N1CCC(Oc2cccc(C(=O)NCc3ccccn3)c2)CC1	-4	-2	-6	-5	0.3	4	1	11	-0.4
Clc1ccc(C(c2ccccc2)c2c[nH]c3ccccc23)s1 (configuration not stated)	0	nt	-4	-5	0.0	nt	2	-26	1.1
O=C(CN1C(=O)C2C3C=CC(C3)C2C1=O)OCC(=O)c1ccc(Br)cc1 (configuration not stated)	-2	7	-9	1	0.0	1	14	-43*	0.1
CC(C)(C)C(=O)Oc1cccc(Nc2ncnc3ccccc23)c1	2	-2	-5	-16	-0.2	-12	9	3	-0.4
O=C(CCNC(=O)c1ccc(Br)cc1)OCc1ccccc1Cl	-4	16	10	-9	0.5	-4	2	-25	-0.8
COc1ccc(C(=O)N/C(=C\c2cccc3ccccc23)C(=O)NCCc2c[nH]c3ccccc23)cc1OC	-3	2	-1	2	0.1	-18	8	-2	-0.1
COc1ccc(NC(=O)CN(C2CCCCC2)S(C)(=O)=O)cc1Cl	6	14	-10	-3	0.1	-10	5	-9	0.8
CN(Cc1ccccc1)C(=O)c1ccccc1Br	-5	21	-2	-26	0.7	-2	0	11	0.2
CCCSCCCNC(=O)c1sc2nc(C)cc(C)c2c1-n1cccc1	-1	nt	4	3	-0.4	-8	1	4	nt
